From PubChem BioAssay
Pf gamet viab – kills late stage P. falciparum gametocytes; P. falciparum stage V gametocytes, ATP luminescence, 24 h; inhibition, % at 10.9 µM; 150,000 compounds, 0.065% hits; AID 743093;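 active = inhibition above the mean plus 3 SD of compounds within the control limits, set per campaign, cut at about 38% in these data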;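 note: 0% = DMSO wells and 100% = medium only without gametocytes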
Cdc42 wt GTP – human Cdc42 wildtype GTP binding change, either direction | GST-Cdc42 beads, Bodipy-GTP binding, flow cytometry; actives lie on both sides | 190,000 compounds, 0.2% hits | P60953 | percent activity (GTP binding), % at 10 µM;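 active = percent activity GTP binding at least 20 points away from the 100% baseline, either down as inhibitor or up as activator; inconclusive = compound flagged as likely green fluorescent from well-wide comparison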;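 note: median bead fluorescence of bound Bodipy-FL-GTP at 100 nM; 0% = excess unlabeled GTP control and 100% = no compound control; below 100% means less GTP binding so inhibitor and above means activator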
Target sequence (P60953 whole entry, looked up): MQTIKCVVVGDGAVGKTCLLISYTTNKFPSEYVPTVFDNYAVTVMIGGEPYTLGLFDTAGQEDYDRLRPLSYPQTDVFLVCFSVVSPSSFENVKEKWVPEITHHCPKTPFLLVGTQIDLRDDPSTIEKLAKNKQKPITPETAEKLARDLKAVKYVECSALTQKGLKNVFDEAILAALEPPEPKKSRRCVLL
Mcl1 Noxa PPI – Mcl-1/Noxa interaction inhibition; Q07820; TR-FRET Mcl-1/Noxa peptide binding, 2 h; inhibition, % at 21.7 µM; 220,000 compounds, 1.5% hits; AID 1022;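 active = compounds that cut the protein-peptide binding signal by more than 50% relative to plate controls in a single-dose test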;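 note: His-tagged Mcl-1 with rhodamine Noxa BH3 peptide and terbium anti-His antibody; 0% = Mcl-1 plus Noxa peptide wells and 100% = peptide-only wells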
Target sequence (Q07820 whole entry, looked up): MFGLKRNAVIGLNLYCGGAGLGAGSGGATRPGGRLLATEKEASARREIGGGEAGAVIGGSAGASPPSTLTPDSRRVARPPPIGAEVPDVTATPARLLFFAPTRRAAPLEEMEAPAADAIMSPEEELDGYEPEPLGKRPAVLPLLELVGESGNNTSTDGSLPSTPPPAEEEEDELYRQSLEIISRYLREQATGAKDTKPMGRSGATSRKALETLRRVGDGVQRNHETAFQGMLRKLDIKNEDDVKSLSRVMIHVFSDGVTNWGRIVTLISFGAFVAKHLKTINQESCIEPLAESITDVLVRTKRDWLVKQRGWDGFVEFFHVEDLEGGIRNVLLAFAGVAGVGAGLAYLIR
Rac1 wt modul – human Rac1 wildtype GTP binding, inhibitors and activators. P63000. GST-Rac1 beads, fluorescent GTP binding, flow cytometry; actives lie on both sides; 0 = cold GTP competed, 100 = untreated. GTP binding activity (% of control), % at 10 µM. 190,000 compounds, 0.27% hits. AID 757;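 active = GTP binding activity at least 20 points away from the 100% control level, either lower or higher; inconclusive = compound flagged as likely green fluorescent, judged across all proteins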
HRas wt GTP – modulators of GTP binding to human HRas wildtype; GST-Ras wt beads, Bodipy-FL-GTP binding, flow cytometry; actives lie on both sides; 190,000 compounds, 0.14% hits; GTP binding activity, % at 10 µM;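 active = GTP binding activity at least 20% away from the 100% baseline, either lowered as inhibitor or raised as activator; inconclusive = flagged as likely green fluorescent, judged across all proteins in the well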;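 note: 0% = unlabeled GTP competition control and 100% = no-compound control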
Target sequence (P01112 whole entry, looked up): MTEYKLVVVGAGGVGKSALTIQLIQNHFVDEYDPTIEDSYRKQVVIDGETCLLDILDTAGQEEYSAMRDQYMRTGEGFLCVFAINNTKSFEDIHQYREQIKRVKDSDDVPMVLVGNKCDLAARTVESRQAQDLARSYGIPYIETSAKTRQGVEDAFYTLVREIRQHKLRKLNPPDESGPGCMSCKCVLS
Mcl1-Bid inh – disrupts binding of human Mcl-1 to Bid peptide. TR-FRET Mcl-1/Bid-Dy647 peptide binding, 1536-well. inhibition, % at 21.7 µM. 220,000 compounds, 0.97% hits. AID 1021;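 active = compounds that cut the binding signal by more than half at the single screening dose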;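 note: His-tagged Mcl-1 with europium anti-His antibody binding Bid BH3 peptide; 0% = Mcl-1 plus peptide wells and 100% = peptide-only wells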
GSH bead fluor – compound fluoresces at 488/530 nm on GSH beads | fluorescence (KMESF) at 10 µM | GSH beads flow cytometry, compound fluorescence 488/530 nm; stronger effect = higher value | AID 1776 | 190,000 compounds, 0.25% hits; in the data active = fluorescence above about 89;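 note: glutathione beads carrying GST-tagged Bcl family fusion proteins plus one bare bead set; values are compound well signal with DMSO vehicle wells as background; inactives centre near 16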
Rab2 wt GTP – changes GTP binding to wildtype dog Rab2A, up or down. GST-Rab2 wt beads, Bodipy-GTP binding, flow cytometry. GTP binding activity, % at 10 µM. 190,000 compounds, 0.19% hits. AID 760;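 active = GTP binding activity at least 20 points away from 100%, either lowered or raised; inconclusive = signal likely due to the compound's own green fluorescence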;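 note: 0% = beads with excess unlabeled GTP and 100% = no-compound control corrected for plate trend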
Rab7 wt GTP bind – dog Rab7 wildtype GTP binding, inhibitors and activators. GST-Rab7 beads, fluorescent GTP binding, flow cytometry; actives lie on both sides; untreated = 100%, excess cold GTP = 0%. GTP binding activity (percent of control), % at 10 µM. 190,000 compounds, 0.055% hits. AID 758;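 active = fluorescent GTP binding to Rab7 beads changed by at least 20 points from the 100% baseline, either direction, mostly lower; inconclusive = compound itself probably fluorescent, or too few beads counted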;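 note: median green fluorescence of bound Bodipy-FL-GTP per Rab7 bead population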
Rac1 mut GTP – alters GTP binding to activated mutant human Rac1; GST-Rac1 activated beads, fluorescent GTP binding, flow cytometry; actives lie on both sides; 100% means binding = to untreated wells; percent activity (GTP binding), % at 10 µM; 190,000 compounds, 0.11% hits; P63000; AID 764;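 active = GTP binding at least 20 percentage points away from the 100% baseline, in either direction, so actives lie on both sides; inconclusive = Compound likely fluorescent itself, or too few beads counted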
Avidin fluor – avidin bead compound fluorescence profile; Avidin beads, compound fluorescence 488/530 nm, flow cytometry; stronger effect = higher value; 220,000 compounds, 0.38% hits; fluorescence (KMESF) at 10 µM; in the data active = fluorescence above about 47; note: inactives centre near 10
An asterisk follows results filed as active; ? = inconclusive; · = not tested or not shown.

SMILES	Pf gamet viab	Cdc42 wt GTP	Mcl1 Noxa PPI	Rac1 wt modul	HRas wt GTP	Mcl1-Bid inh	GSH bead fluor	Rab2 wt GTP	Rab7 wt GTP bind	Rac1 mut GTP	Avidin fluor
Cc1c(NC(=O)c2cc(-c3ccccc3)on2)c(=O)n(-c2ccccc2)n1C	-30	94	-1	96	96	-9	15	94	97	99	16
Cc1c(C#N)c2ccccc2n1CC(=O)NCc1ccccc1	·	97	-19	105	98	-4	11	99	97	98	3
COc1ccc(C2N(c3ccc(C)cc3)CCN2c2ccc(C)cc2)cc1O	·	97	-9	96	93	-56	71	94	94	97	13
O=C(OC(c1ccccc1)c1nccc2ccccc12)c1cc([N+](=O)[O-])cc([N+](=O)[O-])c1 (stereo not given)	·	99	17	101	98	7	19	97	96	97	9
CCOC(=O)C1CCN(C(=O)c2oc3ccc(S(=O)(=O)N4CCCCCC4)cc3c2C)CC1	·	97	13	96	99	1	20	97	98	94	29
Cc1c(-c2ccc(F)cc2)nc(N)c(C#N)c1-c1ccco1	-8	103	0	103	103	-4	10	102	102	102	36
Cc1ccc(S(=O)(=O)NC(C(=O)OCC(=O)NC2CCS(=O)(=O)C2)C(C)C)cc1 (stereo not given)	24	104	-6	105	102	-2	53	103	101	102	6
CCCCNC(=O)NNC(=O)c1ccc(F)cc1	·	?	25	?	?	-34	11	?	?	?	5
CC(C)c1nc(=S)c2ccccc2[nH]1	·	100	14	101	100	-40	13	103	103	100	6
CC(C)Oc1ccc(Cc2cnc(N)nc2N)cc1	-19	98	10	99	94	-2	40	97	96	98	8
O=C(CCCN1C(=O)CSc2ncccc21)N1CCN(Cc2ccccc2)CC1	·	99	17	99	99	-25	16	98	96	99	7
CCOc1ccc(C2CC(c3ccc(OC)c(OC)c3)n3nc(N)nc3N2)cc1 (stereo not given)	·	105	6	107	103	-22	18	100	101	101	9
CN1CCC(CO)(Cc2ccccc2)CC1	15	96	12	98	98	0	11	98	104	97	3
CN1CCN(c2nc(-c3ccco3)cc(C(F)(F)F)n2)CC1	·	108	6	110	104	-4	11	105	104	103	9
CCOC(=O)C1=C(C)NC(=O)NC1/C=C/c1ccccc1 (stereo not given)	·	102	-16	101	101	-11	38	101	104	100	13

For reference, part of the list above.
SMILES	Pf gamet viab	Cdc42 wt GTP	Mcl1 Noxa PPI	Rac1 wt modul	HRas wt GTP	Mcl1-Bid inh	GSH bead fluor	Rab2 wt GTP	Rab7 wt GTP bind	Rac1 mut GTP	Avidin fluor
O=C(OC(c1ccccc1)c1nccc2ccccc12)c1cc([N+](=O)[O-])cc([N+](=O)[O-])c1 (stereo not given)	·	99	17	101	98	7	19	97	96	97	9
CCOC(=O)C1CCN(C(=O)c2oc3ccc(S(=O)(=O)N4CCCCCC4)cc3c2C)CC1	·	97	13	96	99	1	20	97	98	94	29
Cc1c(-c2ccc(F)cc2)nc(N)c(C#N)c1-c1ccco1	-8	103	0	103	103	-4	10	102	102	102	36
Cc1ccc(S(=O)(=O)NC(C(=O)OCC(=O)NC2CCS(=O)(=O)C2)C(C)C)cc1 (stereo not given)	24	104	-6	105	102	-2	53	103	101	102	6
CCCCNC(=O)NNC(=O)c1ccc(F)cc1	·	?	25	?	?	-34	11	?	?	?	5

Following part:
SMILES	Pf gamet viab	Cdc42 wt GTP	Mcl1 Noxa PPI	Rac1 wt modul	HRas wt GTP	Mcl1-Bid inh	GSH bead fluor	Rab2 wt GTP	Rab7 wt GTP bind	Rac1 mut GTP	Avidin fluor
O=C(CSc1ccc2nnc(-c3cccc(F)c3)n2n1)NCc1ccco1	·	92	18	100	94	-20	23	91	95	95	9
COc1cc(/C=C/C(=O)c2c(O)cc(C)oc2=O)cc(OC)c1O	9	101	11	101	102	-12	24	103	103	99	12
O=C(CSc1ncn[nH]1)NCCC(c1ccccc1)c1ccccc1	·	107	26	103	106	-13	20	106	103	101	8
O=C(CN1CCN(c2ccccc2)CC1)Nc1ccc2c(c1)CCC2	7	97	14	96	97	-59	10	98	95	98	17
COC(=O)c1ccccc1NC(=O)c1cc(-c2cccs2)on1	·	100	21	94	96	15	19	94	94	97	9
COc1cccc(NC(=O)CSc2nc3ccccc3n2C)c1	·	95	-9	96	97	85*	12	100	103	96	5
COc1ccc(-c2nnc3c4ccccc4c(C)nn23)cc1S(=O)(=O)N1CCN(CCO)CC1	-11	98	25	92	92	-7	14	88	92	95	32
CN1C(=O)C2C(c3ccc(N(C)C)cc3)NN(Cc3ccccc3)C2C1=O (stereo not given)	25	84	43	88	90	5	12	90	100	83	11
CCOC(=O)COc1ccc(S(=O)(=O)Nc2ccc3c(c2)OCCO3)cc1	·	98	6	102	97	-7	31	96	100	97	15
Cc1c(NS(=O)(=O)c2ccc(C(=O)NCc3ccccc3)cc2)c(=O)n(-c2ccccc2)n1C	8	92	2	96	94	-15	17	92	93	96	11
COCCC(=O)N1CCCC(C(=O)c2ccc(Oc3ccccc3)cc2)C1 (stereo not given)	·	95	2	98	95	-13	11	98	92	95	9
Cc1ccc(C2=NN(C(=O)c3ccco3)C(O)(C(F)(F)F)C2)cc1 (stereo not given)	-15	96	24	101	93	-35	12	94	92	95	12
N#Cc1c2n(c3c(=O)n(Cc4ccccc4Cl)cnc13)CCCCC2	12	103	5	106	103	2	34	102	101	100	6
CCCN1CCC(NC(=S)Nc2ccc([N+](=O)[O-])cc2)CC1	9	97	9	99	97	-25	19	96	94	95	6
NS(=O)(=O)c1ccc(NC(=O)c2ccccc2Cl)cc1	·	100	7	106	100	0	25	100	100	100	36
Cc1ccc(NC(=O)Cn2cccc2)cc1	1	100	-3	101	99	-26	8	100	107	97	15
CC(OC(=O)c1ccncc1)C(=O)NC1CCCC1 (stereo not given)	-17	98	4	103	102	-6	11	101	109	95	4
O=S(=O)(Nc1ccc(-n2cccc2)cc1)c1ccc(F)cc1	11	98	15	98	98	-43	16	98	105	94	13
Cc1ccccc1/C=C/c1nc2ccccc2c(=O)n1CCc1ccccc1	9	102	-1	101	97	-8	15	97	99	101	5
CCNC(=O)CC1SC(=Nc2cccc(Cl)c2C)N(C)C1=O (stereo not given)	-64	107	-13	105	100	-30	9	101	99	101	18
Cc1cccc(C)c1NC(=O)CSc1nnc(Cc2ccccc2)o1	·	98	3	103	99	2	13	98	92	100	7
CCOC(=O)C1(CC2CC2)CCN(C(=O)c2cc(C3CC3)nc3ccccc23)CC1	8	97	9	98	96	-33	10	100	104	95	3
CCOC(=O)C1=NOC(Cn2cc(C#N)c(=O)n(C)c2=O)C1 (stereo not given)	·	101	4	103	99	-2	15	99	97	98	12
O=C(c1ccc2c(c1)OCO2)[C@@H]1[C@@H]2C(=O)N(C3CCCCC3)C(=O)[C@@H]2C2c3ccccc3C=CN21 (stereo not given in full)	·	101	-3	105	103	-13	53	100	103	102	6
COc1ccccc1-c1n[nH]c2c1[C@H](C)CC[C@H]2C(C)C	·	101	26	99	101	-6	22	101	98	96	13
N#Cc1nc(COc2ccc(Cl)cc2)oc1N1CCN(Cc2ccccc2)CC1	5	99	1	99	98	-6	23	98	95	96	26
COC(=O)CSc1nc(C)c(C(=O)Nc2ccccc2C)c(-c2ccc(Cl)cc2)c1C#N	4	100	-79	102	99	-48	18	101	97	100	6
CCOc1ccccc1C(=O)Nc1ccc(-n2nncc2C(C)(C)C)cc1	·	89	2	96	94	-16	11	94	95	95	23
CC(C)c1ccccc1NC(=O)COC(=O)CCN1C(=O)/C(=C\C=C\c2ccccc2)SC1=S	7	90	9	95	93	8	8	93	95	95	4
CC(C)(C)S(=O)(=O)c1ccc2nc3c(n2c1)CCCC3	·	100	·	101	101	·	34	100	102	99	9
CC(C)n1c(=O)c2c(O)cc(=O)oc2c2ccccc21	-7	98	-74	96	97	-122	9	99	97	93	12
Cc1cc(C(C)(C)C)cc(S(=O)(=O)Nc2ccc(C(=O)O)cc2)c1C	-9	94	-2	98	95	15	14	96	96	93	9
COc1ccc(OC)c(Nc2nc(-c3sc(NC(=O)CC(C)C)nc3C)cs2)c1	-22	104	26	105	101	-6	21	100	100	102	30
O=C1NN(c2ccc(Cl)c(Cl)c2)C(=O)/C1=C/c1cccc(OC(=O)c2cccs2)c1	·	94	96*	92	93	90*	51	94	94	91	11
CCOC(=O)c1c(C)[nH]c(C(=O)OCCOc2ccc(Cl)cc2)c1C	5	99	-2	99	98	-6	12	98	94	96	3
CC(C)(CNS(=O)(=O)c1ccc(F)cc1)CNS(=O)(=O)c1ccc(F)cc1	22	99	-13	103	98	12	38	97	98	100	51*
CCN(CC)S(=O)(=O)c1ccc(C)c(NC(=O)Cn2cnc3cc([N+](=O)[O-])ccc3c2=O)c1	-13	?	17	?	?	-3	9	?	?	?	11
O=C(/C=C/c1ccc([N+](=O)[O-])cc1)NCC1CCCO1 (stereo not given)	·	102	-4	101	101	1	15	101	102	99	15
CCCCn1c(=O)c(CCC(=O)OCC(=O)Nc2cccc3ccccc23)nc2ccccc21	6	97	16	102	98	-51	12	97	94	98	2
Clc1ccc(-c2ccnc(Oc3cc(Cl)ccc3Cl)n2)cc1	·	100	-9	99	99	26	31	98	98	96	11
CCCCOC(=O)CSc1nc(N)c(C#N)c(-c2ccc(OC)cc2)c1C#N	·	104	-27	103	101	3	30	100	99	99	10
CC(=O)c1cc(CN2CCN(C(C)C)C(CCO)C2)cs1 (stereo not given)	·	96	-10	96	96	-25	16	96	97	94	3

Random excerpt: two records from the list, in no set order.
SMILES	Pf gamet viab	Cdc42 wt GTP	Mcl1 Noxa PPI	Rac1 wt modul	HRas wt GTP	Mcl1-Bid inh	GSH bead fluor	Rab2 wt GTP	Rab7 wt GTP bind	Rac1 mut GTP	Avidin fluor
CCCCOC(=O)CSc1nc(N)c(C#N)c(-c2ccc(OC)cc2)c1C#N	·	104	-27	103	101	3	30	100	99	99	10
COc1ccc(OC)c(Nc2nc(-c3sc(NC(=O)CC(C)C)nc3C)cs2)c1	-22	104	26	105	101	-6	21	100	100	102	30
